TNF necrop inh: inhibitors of TNF-alpha triggered necroptosis, primary screen, cell-based, Jurkat FADD-/-, single concentration | Jurkat FADD-/- TNF necroptosis rescue, ATP luminescence, 24 h; 0 = TNF only, 100 = no-TNF cells | activation (protection from cell death), % at 10 µM | 220,000 compounds, 0.068% hits | AID 463075, 2010;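 active = activation, meaning protection from cell death, of at least 50% relative to plate controls; inactive = activation below 50%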;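 also: necroptosis triggered by 40 ng/mL TNF-alpha added together with compound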
BaF3 tox: parental Ba/F3 cell viability inhibition, counter-screen for JAK2V617F inhibitor project, murine pro-B, CellTiter-Glo luminescence; inhibition, % at 5.6 µM; 220,000 compounds, 1.1% hits; CellTiter-Glo ATP luminescence;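 active = inhibition above a per-campaign cutoff, the mean inhibition of all tested compounds plus 3 SD, cut at about 27% in these data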;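 also: 0% = DMSO wells and 100% = JAK Inhibitor I control wells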
zfTRPN1 agonist: zebrafish TRPN1 channel agonists, primary screen, cell-based, HEK293, calcium fluorescence; transient receptor potential cation channel N1 (TRPN1/NompC), Danio rerio; HEK293 zebrafish TRPN1-YFP, Fluo-8 calcium fluorescence; 100% = response to 87 µM carbachol; AID 1424, 2008; 220,000 compounds, 0.18% hits; activation, % at 3 µM;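 active = activation above its plate's cutoff, the mean activation of test wells on that plate plus 3 SD, cut at about 19% in these data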;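 also: 0% = DMSO alone and 100% = 87 µM carbachol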
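System: zebrafish TRPN1-YFP in HEK293 cells / Dosing: 3 µM single point / Timing: dye loading 1 h at 37 °C, then 30 min room temperature / Signal: Fluo-8 calcium fluorescence, excitation 470-495 nm, emission 515-575 nm / Read-out basis: percent activation from peak over basal fluorescence ratio, control-normalized / Control set: high carbachol 87 µM, low DMSO alone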
TRPML3 agonist: human TRPML3 channel agonists, primary screen, cell-based, HEK293 TRPML3-YFP, Fluo-8 calcium fluorescence, 3 µM | Mucolipin-3 (Homo sapiens), Q8TDD5 | 100% = the carbachol control signal | activation, % at 3 µM | 220,000 compounds, 0.29% hits | AID 1448, 2008;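 active = activation above its plate's cutoff, the mean activation of the plate's test wells plus 3 SD, cut at about 12% in these data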;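 also: 0% = DMSO only wells and 100% = carbachol wells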
Target sequence (Q8TDD5 whole entry, looked up): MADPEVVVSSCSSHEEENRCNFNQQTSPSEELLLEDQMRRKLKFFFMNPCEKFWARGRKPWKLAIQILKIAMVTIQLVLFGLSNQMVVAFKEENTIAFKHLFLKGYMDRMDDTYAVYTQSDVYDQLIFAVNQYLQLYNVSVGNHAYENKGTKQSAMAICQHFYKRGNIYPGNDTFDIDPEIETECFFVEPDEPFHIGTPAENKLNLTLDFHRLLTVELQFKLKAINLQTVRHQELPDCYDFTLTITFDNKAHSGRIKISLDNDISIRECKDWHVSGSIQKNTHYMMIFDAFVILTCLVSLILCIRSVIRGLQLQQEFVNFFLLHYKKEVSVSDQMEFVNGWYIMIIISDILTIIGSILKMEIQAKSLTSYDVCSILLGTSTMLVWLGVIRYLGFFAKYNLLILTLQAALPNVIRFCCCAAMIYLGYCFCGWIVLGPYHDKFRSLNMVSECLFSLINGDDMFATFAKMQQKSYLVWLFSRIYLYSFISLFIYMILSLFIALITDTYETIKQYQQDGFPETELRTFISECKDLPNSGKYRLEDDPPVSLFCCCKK
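Test system: HEK293 cells stably carrying human TRPML3-YFP; Doses: single dose, 3 µM final nominal compound, 0.3% DMSO final; Schedule: dye loading 1 h 37 °C then 30 min ambient, 125 s read; Technique: Fluo-8 calcium fluorescence; Benchmarks: high control carbachol 87 µM, low control DMSO.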
PPC-1+TRAIL kill: compounds killing PPC-1 cancer cells with TRAIL present, primary screen, TRAIL potentiator project, ATPLite luminescence, uHTS | PPC-1 cells + TRAIL, ATPLite viability luminescence | cell killing (% activity), % at 4 µM | 220,000 compounds, 0.41% hits | AID 1443, 2008;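 active = cell killing above 50% in the first pass at 4 µM, then a duplicate retest at 5 µM averaging 50% or more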;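 also: plate controls were cells with TRAIL plus DMSO for no effect and medium-only wells lacking cells for full effect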
CHOP inh: inhibitors of CHOP promoter induction, primary screen, cell-based, unfolded protein response, luciferase reporter; CHO-K1 CHOP-promoter luciferase, tunicamycin-induced, 15-18 h; inhibition, % at 10 µM; 220,000 compounds, 3.8% hits; AID 2732, 2010;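 active = compounds that reduced the stress-induced luciferase reporter signal by more than about 70% of percent inhibition, limit read from the data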;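 also: 0% = tunicamycin plus vehicle and 100% = wells without tunicamycin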
RBBP9 inhibitor: human RBBP9 inhibitors, primary screen, biochemical, fluorescence polarization, FP-Rh probe, HTS. recombinant RBBP9. 220,000 compounds, 0.2% hits. AID 1515, 2009. inhibition, % at 7.94 µM. Serine hydrolase RBBP9 (Homo sapiens), O75884;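 active = inhibition above the campaign mean of all tested compounds plus 3 SD, cut at about 14% in these data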;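 also: plate controls were DMSO wells with RBBP9 for no effect and wells lacking RBBP9 protein for full effect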
Target sequence (O75884 whole entry, looked up): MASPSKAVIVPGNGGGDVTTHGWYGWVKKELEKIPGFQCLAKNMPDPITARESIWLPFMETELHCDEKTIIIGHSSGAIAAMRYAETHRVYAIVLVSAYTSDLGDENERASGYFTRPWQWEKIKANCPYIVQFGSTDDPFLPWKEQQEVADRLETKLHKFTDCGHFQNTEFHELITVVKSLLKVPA
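Measured by – fluorescence polarization · Test system – RBBP9 protein · Input – 2.5 µM RBBP9 dispensing solution, before mixing · Measure – percent inhibition from mP, scaled between DMSO and no-protein wells · Benchmarks – DMSO-treated enzyme wells and wells lacking RBBP9 · Times – preincubation 30 min plus labeling 45 min at 25 °C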
Wee1 stabilizer: Wee1 degradation inhibitors, primary screen, cell-based, HeLa, Wee1K328M-luciferase, luminescence. HeLa Luc-Wee1K328M stability; 100% = proteasome inhibitor MG132 effect. reporter increase, % at 5 µM. 220,000 compounds, 1.2% hits;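 active = activation above the mean of all tested compounds plus 3 SD, set per screening run, cut at about 8.8% in these data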;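 also: cells exposed to compound for 20 h before luminescence read; 0% = DMSO alone and 100% = MG132 at 30 µM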
Ba/F3 V617F tox: reduced viability of JAK2V617F-dependent Ba/F3 cells, primary screen, JAK2V617F inhibitor project, cell-based, Ba/F3 EpoR-JAK2V617F, luminescence. ATP luminescence. inhibition, % at 5.6 µM. 220,000 compounds, 1.1% hits;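 active = inhibition above the campaign mean plus 3 SD over all tested compounds, cut at about 24% in these data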;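 also: cytokine-independent growth of Ba/F3 cells driven by EpoR plus mutant JAK2; 0% = DMSO-treated cells and 100% = JAK inhibitor I control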
* marks the source's active call; other numbers are inactive results; x = not tested or not shown. Random draw from the library (roughly 6.8% active in at least one column).

SMILES | TNF necrop inh | BaF3 tox | zfTRPN1 agonist | TRPML3 agonist | PPC-1+TRAIL kill | CHOP inh | RBBP9 inhibitor | Wee1 stabilizer | Ba/F3 V617F tox
Cc1nc2ccccc2nc1CN1CCN(Cc2ccc(F)c(F)c2)C(CCO)C1 (centres undefined) | 0.9 | 9 | 1.4 | 2.1 | 12 | -6 | -6 | 0 | 0
COC(=O)CSc1nnc(CNC(=O)c2cccs2)n1-c1cccc(C)c1 | -2.7 | 2 | 0.3 | 0.1 | 13 | 27 | -9 | -2 | 0
Cc1nn2c(NCCN(C)C)c3c(nc2c1-c1ccccc1)CCC3 | 3.1 | 3 | 1.0 | -0.2 | -17 | -22 | 9 | 1 | 2
NC(=NC(=O)c1ccc(Cl)cc1)N1N=CCC1c1ccccc1 (centres undefined) | 0.2 | 7 | -0.1 | 1.0 | -2 | 12 | -6 | -1 | 0
CCSc1cc(C)nc2c(-c3ccc(Cl)cc3)c(C)nn12 | 0.7 | 6 | -1.1 | 0.3 | 16 | 40 | 0 | 0 | 2
Cc1ccccc1NC(=O)/C(=C\c1cccs1)NC(=O)c1ccco1 | -2.7 | 9 | 1.0 | -0.1 | 15 | 22 | -4 | -2 | 4
CCOC(=O)c1ccc(NC(=O)CCC(=O)OC)cc1 | 0.0 | -1 | -1.0 | 0.7 | 23 | -27 | -7 | -2 | 0
O=C(CCCn1c(=S)[nH]c2ccccc2c1=O)NC1CCCCC1 | 3.4 | 0 | -0.9 | 0.4 | 5 | -6 | -11 | 9 | -4
CCCCCCCCn1cnc2c(N)c(C)c(C)cc21 | -22 | 60* | -0.9 | -0.5 | 21 | 81* | -2 | -4 | 76*
COc1ccc(NCC(=O)N/N=C2\CCc3ccccc32)cc1 | -1.4 | -3 | -1.7 | -0.1 | 7 | 20 | 2 | 3 | -7
COCCCNC(=O)Cn1nnc(-c2ccc(NC(=O)c3ccccc3F)cc2)n1 | 0.9 | 2 | 1.2 | 0.3 | 10 | -8 | -3 | -1 | -3
COc1ccc(S(=O)(=O)NNC(=O)C2CC(c3cccnc3)=NO2)cc1 (centres undefined) | 1.1 | 6 | 0.6 | 1.2 | -9 | 23 | 5 | -2 | 0
COCCNC(=O)c1cc(-c2cccc(OC)c2)on1 | -2.4 | 3 | 0.0 | 0.0 | 4 | -11 | -8 | 5 | -4
Cc1c(C(=O)NN)nn(-c2ccc(Cl)cc2)c(=O)c1C#N | 4.6 | 7 | 0.4 | -0.2 | 15 | 16 | -7 | -1 | -2
Cc1ccc(C(=O)N[C@H](C(=O)Nc2cc(Cl)cc(Cl)c2)C(C)C)cc1 | 1.3 | 4 | -0.1 | 0.8 | 3 | 49 | -2 | -3 | 0
CC1=C(C#N)c2nc(N)c(C#N)c(C)c2/C1=C\c1ccc(-c2ccccc2C(=O)O)o1 | -3.3 | 9 | 0.2 | 0.7 | 19 | 10 | -5 | 2 | 2
COc1ccccc1-n1c(C)nc2cc(C(=O)NCc3ccc4c(c3)OCO4)ccc21 | 1.2 | 9 | 1.2 | 0.1 | 18 | 13 | 2 | 2 | -1
Cc1cc(=O)n2[nH]c(SCc3ccc(Cl)cc3)nc2n1 | -1.7 | -3 | 1.4 | 1.2 | 4 | 4 | -4 | -2 | -2
Cc1cc2ccccc2n1CCNC(=O)C(C)C | 0.1 | 0 | -0.7 | 0.0 | 15 | 26 | 4 | 0 | -4
CCCCNC(=O)C(=O)N/N=C/c1ccc(C(=O)OC)cc1 | 0.8 | 4 | 1.0 | 0.9 | 16 | 18 | -3 | 8 | 4
COc1ccc(CCNC(=O)c2c(N)no[n+]2[O-])cc1OC | -2.9 | 6 | 0.6 | 0.7 | 21 | -13 | -11 | 3 | -1
O=C(NCc1ccccc1)C1=C[C@@H](c2ccc(Br)cc2)C[C@@H](OCc2ccc(CO)cc2)O1 | 0.0 | 1 | -0.8 | 0.1 | 8 | 14 | -17 | 1 | 2
O=C(CCn1c(=O)oc2ccccc21)N1CCCCCC1 | 9.9 | -2 | -0.9 | 0.6 | 14 | 8 | 1 | -1 | 0
Cc1cc(=O)oc2cc(OC(C)C(=O)O)c(Cl)cc12 (centres undefined) | -0.5 | 0 | -0.1 | 0.7 | 11 | -7 | -6 | 0 | -4
CCN(CC)C(=O)/C(=C/c1cn(S(=O)(=O)N(C)C)c2ccccc12)NC(=O)c1ccc(OC)cc1 | -0.3 | 8 | -1.7 | -0.3 | 15 | 29 | -6 | 0 | 0
COc1ccc(NC(=O)Cn2nnc(-c3ccccc3N)n2)cc1OC | -1.0 | 5 | 0.7 | 0.3 | 22 | 24 | -2 | 0 | 0
Cc1c(NC(=O)CSC2=C(C#N)C(c3ccccc3F)CC(=O)N2)c(=O)n(-c2ccccc2)n1C (centres undefined) | -0.8 | 0 | -0.9 | 0.5 | 16 | 7 | -5 | 0 | 2
CCN(CC)S(=O)(=O)c1cc(C(=O)O)ccc1Cl | -1.7 | 1 | -0.3 | 0.1 | 32 | 10 | -6 | -1 | -4
COc1cc(OC)c(C2=NOC(C(=O)NCCc3ccccc3)C2)cc1Cl (centres undefined) | 0.9 | 3 | -0.4 | -0.4 | 10 | 40 | 6 | -2 | -1
CC(C)COC(=O)c1nnsc1NC(=O)Nc1ccccc1 | -1.9 | 3 | -0.2 | 0.6 | 3 | 32 | 7 | -1 | -2
CN(CC(=O)NCc1ccc2c(c1)OCO2)S(=O)(=O)c1ccc(Br)s1 | -1.0 | 3 | -0.7 | -0.3 | 24 | 8 | 0 | -2 | 0
O=C(c1cc2n(n1)C(C(F)(F)F)CC(c1ccco1)N2)N1CCN(c2ccccn2)CC1 (centres undefined) | -1.7 | 1 | 4.6 | 2.5 | 21 | 30 | -12 | -1 | 1
Cc1noc(C(=O)N2CCN(c3ccc(F)cc3)CC2)c1Cl | -0.6 | 7 | 1.0 | 0.9 | 5 | 22 | -10 | 2 | 0
FC(F)(F)c1cc(C(F)(F)F)c2ccc(N3CCN(c4ccc(Cl)cc4)CC3)nc2n1 | -3.6 | -1 | -0.3 | 0.7 | 15 | 7 | -4 | -2 | -1
O=C1c2ccccc2C(=O)c2c1cccc2N1CCN(Cc2ccccc2)CC1 | -3.4 | 1 | -2.8 | -0.7 | -13 | 32 | -5 | 8 | -1
Cc1ccc2c(c1)c(-c1ccccc1)nc1nnnn12 | -0.5 | 8 | 1.3 | 0.4 | 2 | 9 | -6 | 0 | 0
COc1ccc(C)cc1NC(=O)Cn1cnc2sc(C)c(S(=O)(=O)N3CCOCC3)c2c1=O | -1.1 | 3 | -0.2 | 0.1 | 22 | -3 | 6 | -4 | -1
COc1ccc(CC(=O)OCc2nnc(C3COc4ccccc4O3)o2)cc1OC (centres undefined) | -1.3 | 5 | 0.2 | -0.5 | 14 | -4 | -10 | -3 | 1
COc1cc(/C=C2\C(C)=C(C#N)c3nc(N)c(C#N)c(C)c32)ccc1OCC(=O)O | -2.6 | 3 | -0.6 | 1.0 | 25 | 1 | -6 | -3 | 2
CC1CCCCC1NC(=O)C1CCN(S(=O)(=O)c2cccc3nsnc23)CC1 (centres undefined) | 0.9 | 4 | -1.0 | 1.1 | 1 | -4 | -5 | -2 | 0
CC(=O)C1=C(O)C=C(c2ccco2)CC1c1ccco1 (centres undefined) | -1.8 | 2 | -2.3 | -1.0 | 22 | 6 | -4 | -1 | -4
O=C(NC(=S)Nc1ccc(Cc2ccncc2)cc1)c1ccccc1 | -2.3 | 6 | 8.6 | 3.9 | -9 | 2 | -3 | 4 | 0
Cc1nnc(SCC(=O)c2c(N)n(Cc3ccccc3)c(=O)n(C)c2=O)n1C | 1.2 | 4 | 0.6 | -0.3 | -4 | 3 | -3 | 1 | -3
C=CCc1ccccc1OCC(CN1CCCCC1)OC(C)=O (centres undefined) | 0.4 | 1 | -0.6 | -0.8 | -4 | 33 | -6 | -3 | -1
O=S(=O)(c1ccc(F)cc1)N1CCN(C(=S)NCc2ccco2)CC1 | 2.1 | 2 | 0.2 | 0.6 | 6 | 38 | -6 | -1 | 0
Cc1c(NC(=O)CN2C(=O)NC(CCc3ccccc3)C2=O)c(=O)n(-c2ccccc2)n1C (centres undefined) | 0.9 | 1 | -1.0 | 0.8 | -5 | -10 | 1 | 4 | -4
O=C(NCCc1ccccc1)C(=O)Nc1ccc([N+](=O)[O-])cc1 | -0.6 | 1 | 0.8 | 0.8 | 12 | 45 | -9 | 1 | -1
CCc1ccccc1NC(=S)N1CCC(NC(=O)c2ccc(OC)cc2)CC1 | -0.9 | 4 | 0.7 | 0.7 | 14 | 14 | -3 | -2 | 3
CCC(C)(C)n1nnnc1C(c1cc(OC)c(OC)c(OC)c1)N1CCN(c2ccccc2)CC1 (centres undefined) | -1.4 | 4 | 2.0 | 0.8 | 45 | -6 | -5 | -1 | 3
CSCCC(=O)N1CCCC(CNC(=O)c2ccc(-c3ccccc3)cc2)C1 (centres undefined) | 1.3 | 4 | 0.6 | 1.2 | x | 17 | -5 | 7 | -3
(further entries)
SMILES | TNF necrop inh | BaF3 tox | zfTRPN1 agonist | TRPML3 agonist | PPC-1+TRAIL kill | CHOP inh | RBBP9 inhibitor | Wee1 stabilizer | Ba/F3 V617F tox
Cc1cc(C)nc(NC(=S)Nc2ccccc2)n1 | -1.4 | 3 | 0.4 | 0.5 | 6 | 6 | -7 | 1 | 1
c1ccc(-c2nnc(-c3ccccc3)c(-c3c[nH]c4ccccc34)n2)cc1 | 0.2 | 2 | 1.3 | 0.3 | 10 | 58 | -2 | 4 | -1
CSc1nc(NCc2ccco2)c2ccccc2n1 | -3.3 | 4 | -0.8 | 0.7 | -2 | 21 | -3 | 1 | -1
O=C(NCCCN1CCCC1=O)Nc1ccc(Cl)cc1 | 0.1 | 3 | 0.6 | 0.3 | x | x | -7 | -3 | 1
